# Bioassay records deposited in PubChem BioAssay by several laboratories.
# KKLEB tox: reduces viability of KKLEB cystic fibrosis airway cells; KKLEB CF airway cells viability, ATPlite luminescence, overnight; active compounds read low; cells stimulated with P. aeruginosa culture filtrate; activity change (cytotoxicity), % at 5 µM; 0.36% of 360,000 active;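 active = corrected activity change at or below -50% at 5 µM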
# TRPM1 prom inh: reduces MITF-dependent TRPM1 promoter luciferase signal | 0.83% of 330,000 active | AID 488899 | inhibition, % at 12.5 µM | SK-MEL-5 TRPM1 promoter luciferase, 24 h;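 active = mean inhibition across replicates of 60% or more, whatever share of single replicates reaches that level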; note: values of inactives mirror those of a sister screen read the other way
# TWEAK-Fn14 inh: blocks TWEAK-Fn14 interaction in a reporter cell assay; TWEAK-stimulated Fn14 reporter cells, luciferase luminescence, 8 h; inhibition, % at 10 µM; 2% of 360,000 active; in the data active = inhibition above about 50%
# Shn3 3UTR inh: reduces Shn3 3'UTR luciferase signal in osteoblasts. 0.52% of 360,000 active. inhibition, % at 12.5 µM. Clone20 osteoblast Shn3 3'UTR firefly luciferase, 24 h;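 active = mean inhibition of at least 75% with every replicate also reaching 75%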;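 note: 0% = median of neutral control wells and 100% = pilot-screen positive control compound; some compounds past the cut are filed as inactive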
# CF NFkB inh: inhibitors of cystic fibrosis induced NF-kB | KKLEB NF-kB-GFP reporter, PAF-induced, GFP fluorescence overnight | 0.86% of 360,000 active | AID 588850 | inhibition, % at 5 µM;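 active = at least 50% inhibition at 5 µM, scaled per plate between neutral and stimulator controls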;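 note: PAF is a Pseudomonas aeruginosa culture filtrate used as stimulus; plate controls were PAF-stimulated DMSO wells for no effect and unstimulated DMSO wells for full effect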
# Peg3 prom inh: Peg3 promoter activity inhibition; HeLa PEG-Prom luciferase reporter, luminescence, overnight; inhibition, % at 20 µM; 1.7% of 360,000 active;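 active = inhibition of at least 50% at 20 µM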
# iPSC survival up: increases survival of single human iPS cells; survival enhancement, % at 20 µM; hiPSC single-cell survival, ATPlite luminescence; 100% = ROCK inhibitor wells, 0% = DMSO; 0.044% of 360,000 active; in the data active = survival enhancement above about 18%;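 note: cells exposed to compounds for 16 hours before the ATP read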
# HIF-2a block: blocks HIF-2a reporter activity; 786-0 RCC cells HIF-2a reporter, luciferase luminescence, overnight; 0.72% of 360,000 active; inhibition, % at 18.8 µM;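 active = inhibition of the luminescence signal of 40% or more relative to plate controls, in a single-dose primary screen at 18.75 µM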
# aDG glyco up: increases alpha dystroglycan glycosylation; Pro5-aDG cells, alpha-DG glycosylation AlphaScreen (IIH6); 0% Pro5, 100% B10-LARGE cell signal; activation, % at 10 µM; 0.22% of 360,000 active; AID 624168;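 active = activation of at least 8% versus controls, or a plate z-score of at least 8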;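 note: Pro5 are CHO cells carrying HIG-tagged alpha-DG that lacks glycosylation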
# NR2E3 ag-1: activates human photoreceptor nuclear receptor NR2E3; inhibition of corepressor binding, % at 4.78 µM; Q9Y5X4; 0.12% of 320,000 active; GST-NR2E3/biotin-RetCOR TR-FRET, 1536-well; AID 2300;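 active = percent inhibition above the cutoff of mean plus 3 SD of all tested compounds, set per screening campaign, cut at about 20% in these data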;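 note: 0% = DMSO wells and 100% = biotin wells as full block of FRET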
# Target sequence (Q9Y5X4 whole entry, looked up): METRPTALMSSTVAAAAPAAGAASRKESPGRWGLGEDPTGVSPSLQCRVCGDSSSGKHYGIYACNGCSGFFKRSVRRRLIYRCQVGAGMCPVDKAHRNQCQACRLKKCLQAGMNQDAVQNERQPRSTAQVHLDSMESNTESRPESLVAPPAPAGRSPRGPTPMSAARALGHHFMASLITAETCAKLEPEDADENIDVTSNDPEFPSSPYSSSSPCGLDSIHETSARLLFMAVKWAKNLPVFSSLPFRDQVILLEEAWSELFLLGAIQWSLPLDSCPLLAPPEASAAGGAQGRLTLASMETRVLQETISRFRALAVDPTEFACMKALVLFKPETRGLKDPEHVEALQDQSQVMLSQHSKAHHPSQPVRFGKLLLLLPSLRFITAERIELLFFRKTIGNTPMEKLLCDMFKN
#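 Material: NR2E3–RetCOR corepressor complex | Quantity: 1.35 nM GST-tagged NR2E3 final | Schedule: 5 h at 4 °C | Replication: Singlicate compound wells | Reagent: RetCOR corepressor, biotinylated, 7 nM | Controls: Biotin wells as high control, 0.6% DMSO wells as low control | Signal: TR-FRET, Eu(K)-anti-GST donor, streptavidin-D2 acceptor, ex 340, em 617/671 nm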
# NR2E3 ag-2: human photoreceptor-specific nuclear receptor agonism; inhibition of corepressor binding, % at 3.98 µM; CHO-S Gal4-NCOR/VP16-NR2E3 two-hybrid, luciferase; 0.35% of 360,000 active; Q9Y5X4; AID 602229;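 active = inhibition above the mean of all tested compounds plus 3 SD, cut at about 70% in these data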;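 note: 0% = DMSO with NR2E3 transfected cells and 100% = cells lacking NR2E3 construct; higher means lower luciferase signal from less NR2E3 corepressor binding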
# * = called active by the depositor; · = not tested or not shown.
1. COCc1c(C(=O)OCc2nnc(-c3ccc([N+](=O)[O-])cc3)o2)oc2ccccc12
2. CC(C)CC1NC(=O)N(CC(=O)Nc2cc([N+](=O)[O-])ccc2F)C1=O (stereo not given)
3. CCN1C(=O)NC(c2ccccc2)C1=O (stereo not given)
4. COc1ccc(NC(=O)CSc2n[nH]c(=O)n2Cc2ccccc2)cc1Cl
5. COc1cc(C(C(=O)NC2CCCCC2)N(C(=O)Cc2c[nH]c3ccccc23)c2ccc(C)cc2)cc(OC)c1OC (stereo not given)
6. Cc1cccc(COC[C@H](Cc2ccccc2)N2CCN(C(=O)c3ccc(Cl)c(Cl)c3)CCC2=O)c1

entry no.	1	2	3	4	5	6
KKLEB tox	-2	13	12	6	-9	·
TRPM1 prom inh	11	4	-15	11	15	·
TWEAK-Fn14 inh	-4	-1	-15	-5	4	-1
Shn3 3UTR inh	0	-2	11	9	-2	·
CF NFkB inh	-27	-13	-4	-8	7	·
Peg3 prom inh	13	7	-11	17	22	·
iPSC survival up	-1.0	0.4	3.4	1.0	-0.2	-0.2
HIF-2a block	-6	20	16	10	7	-4
aDG glyco up	2.9	0.0	-0.1	0.4	-0.2	-0.1
NR2E3 ag-1	·	·	5	0	-2	·
NR2E3 ag-2	-20	15	-8	-26	-40	-1

7. CCCC1CCC(=NNC(=S)NCCc2ccccc2)CC1 (stereo not given)
8. CC(C)c1nnc(NC(=O)c2sc3ccccc3c2Cl)s1
9. COc1ccc(S(N)(=O)=O)cc1C(=O)NCCCN1CCN(c2cccc(Cl)c2)CC1
10. COc1ccc(-n2nc(C(=O)N(C)C3CCCCC3)c3ccccc3c2=O)c(OC)c1
11. C=CCNC(=O)c1cc(=O)c2ccccc2o1
12. COc1ccc(/C=C2/SC(=O)N(CCC(=O)Nc3ccccc3)C2=O)cc1OC

entry no.	7	8	9	10	11	12
KKLEB tox	-2	0	-6	1	5	-54*
TRPM1 prom inh	7	-64	-4	9	0	4
TWEAK-Fn14 inh	-5	-20	5	3	18	-14
Shn3 3UTR inh	11	-40	-4	-1	2	-3
CF NFkB inh	7	-23	-3	6	0	60*
Peg3 prom inh	12	-356	5	0	23	10
iPSC survival up	-1.5	-1.7	-4.5	0.1	-0.5	-1.9
HIF-2a block	-2	-228	4	5	0	-10
aDG glyco up	1.2	0.4	0.0	-0.3	0.0	-0.2
NR2E3 ag-1	-4	3	2	0	1	0
NR2E3 ag-2	58	-116	-27	-13	-7	-5

13. O=C(COC(=O)CNC(=O)c1ccccc1)NCCCc1ccccc1
14. CCOc1ccccc1NC(=O)CSc1nnc(C2CC2)n1CC
15. COc1ccc(OC)c(NC(=O)COC(=O)C2CCN(C(=O)c3ccc(Cl)cc3)CC2)c1
16. Cc1ccc2nc(NCc3ccccc3)c(C=NCc3ccccc3)c(=O)n2c1
17. CCOC(=O)C1CCN(C(=O)c2ccc(OC)cc2OC)CC1
18. Cc1ccc(Nc2nc(-c3cccnc3)cs2)cc1C

entry no.	13	14	15	16	17	18
KKLEB tox	4	-1	-13	3	13	-34
TRPM1 prom inh	-4	7	-7	-29	-7	-52
TWEAK-Fn14 inh	-8	4	10	-81	-4	32
Shn3 3UTR inh	-15	12	-15	3	2	-123
CF NFkB inh	-41	-4	14	1	-10	34
Peg3 prom inh	3	-2	-4	-108	1	-181
iPSC survival up	2.1	-0.3	0.8	0.1	4.1	-0.5
HIF-2a block	7	13	18	-111	2	-119
aDG glyco up	0.0	0.0	-0.3	-0.3	-0.1	0.5
NR2E3 ag-1	·	0	2	6	1	0
NR2E3 ag-2	-6	0	15	-21	-13	-150

# Reprinted at random: 5 compounds from above, in no set order.
17. CCOC(=O)C1CCN(C(=O)c2ccc(OC)cc2OC)CC1
16. Cc1ccc2nc(NCc3ccccc3)c(C=NCc3ccccc3)c(=O)n2c1
14. CCOc1ccccc1NC(=O)CSc1nnc(C2CC2)n1CC
15. COc1ccc(OC)c(NC(=O)COC(=O)C2CCN(C(=O)c3ccc(Cl)cc3)CC2)c1
13. O=C(COC(=O)CNC(=O)c1ccccc1)NCCCc1ccccc1

entry no.	17	16	14	15	13
KKLEB tox	13	3	-1	-13	4
TRPM1 prom inh	-7	-29	7	-7	-4
TWEAK-Fn14 inh	-4	-81	4	10	-8
Shn3 3UTR inh	2	3	12	-15	-15
CF NFkB inh	-10	1	-4	14	-41
Peg3 prom inh	1	-108	-2	-4	3
iPSC survival up	4.1	0.1	-0.3	0.8	2.1
HIF-2a block	2	-111	13	18	7
aDG glyco up	-0.1	-0.3	0.0	-0.3	0.0
NR2E3 ag-1	1	6	0	2	·
NR2E3 ag-2	-13	-21	0	15	-6

# The results go on.
19. COc1ccc2[nH]c(=S)[nH]c2c1
20. COc1cc(C)ccc1NC(=O)c1ccc(S(=O)(=O)N2CCOCC2)cc1
21. CCOc1cccc(-c2cc(=O)[nH][nH]2)c1
22. C#CCOCCOCCOCCNc1nc(N2CCOCC2)nc(N2CCN(C(=O)CCCCCCCCCCNC(=O)[C@H]([C@@H](C)CC)n3cc(CCCCN=C(N)N)nn3)CC2)n1
23. CC(=O)Nc1nc2cc3c(cc2s1)OCCO3
24. C=CCn1c(C(C)NC(=O)c2ccccc2)n[nH]c1=S (stereo not given)

entry no.	19	20	21	22	23	24
KKLEB tox	1	-12	-5	22	-7	-3
TRPM1 prom inh	-4	-3	-1	-2	·	-8
TWEAK-Fn14 inh	4	0	13	-29	31	-3
Shn3 3UTR inh	10	12	-18	6	-26	-4
CF NFkB inh	10	-11	-2	-42	28	22
Peg3 prom inh	-11	3	9	-22	-202	-1
iPSC survival up	0.1	-0.3	0.2	10	-3.0	2.0
HIF-2a block	10	5	17	-2	-145	17
aDG glyco up	-0.3	-0.2	-0.2	-0.4	1.1	-0.2
NR2E3 ag-1	0	-1	-1	-2	5	6
NR2E3 ag-2	-29	-25	-19	9	-105	12

25. COCc1c(C(=O)NC2CCCCCC2)oc2ccccc12
26. COc1ccc(Nc2ccc(OC)cc2)cc1
27. CCCn1c(N)c(C(=O)COC(=O)/C=C/c2ccc(OC(F)F)c(OC)c2)c(=O)[nH]c1=O
28. COc1ccccc1CNC(=O)c1cccc2c1C(=O)N(Cc1cccnc1)C2
29. COC(=O)c1[nH]c(C)c(/C(O)=C2\C(=O)C(=O)N(CCN3CCOCC3)C2c2cccs2)c1C (stereo not given)
30. COc1ccc(C(=O)/C=C/Nc2ccc(NC(C)=O)cc2)cc1OC

entry no.	25	26	27	28	29	30
KKLEB tox	9	3	-20	8	0	-6
TRPM1 prom inh	1	·	-2	-4	-3	-20
TWEAK-Fn14 inh	-15	-19	11	11	33	-3
Shn3 3UTR inh	-16	-29	14	5	13	-9
CF NFkB inh	-16	-2	2	1	-1	12
Peg3 prom inh	-44	-93	-10	2	4	-9
iPSC survival up	-0.4	-0.6	3.0	4.4	0.1	1.5
HIF-2a block	-99	-70	1	13	-1	-13
aDG glyco up	-0.1	0.1	0.6	0.2	-0.1	0.2
NR2E3 ag-1	-1	-10	·	-1	3	-1
NR2E3 ag-2	-22	-16	6	27	-33	-31

31. CCOC(=O)n1cc(C(=O)c2ccccc2O)cn1
32. O=C(NC1CCCC1)C(c1ccc(Cl)cc1)N(C(=O)c1csnn1)C1CC1 (stereo not given)
33. O=C(COC(=O)c1cc2ccccc2cc1O)NCc1ccccc1
34. CNC(=S)NNC(=O)c1cccn(Cc2cccc(Cl)c2)c1=O
35. Cc1ccccc1C(=O)N1CCN(c2ccc(NC(=O)c3cccnc3)cc2)CC1
36. CCC(C)[C@H](NC(=O)[C@@H]1CSC2c3ccccc3C(=O)N21)C(=O)NCc1ccco1 (stereo not given in full)

entry no.	31	32	33	34	35	36
KKLEB tox	-4	8	-7	-9	-18	0
TRPM1 prom inh	-1	-4	-3	-3	-1	3
TWEAK-Fn14 inh	5	10	10	-12	-37	6
Shn3 3UTR inh	-2	-3	-3	-21	7	13
CF NFkB inh	15	1	-6	3	41	8
Peg3 prom inh	17	14	-1	7	0	11
iPSC survival up	0.8	-0.3	3.7	-2.6	0.1	-0.1
HIF-2a block	6	13	-11	13	18	14
aDG glyco up	-0.1	-0.1	0.0	-0.2	0.0	0.0
NR2E3 ag-1	-3	4	·	-4	-2	-2
NR2E3 ag-2	-2	4	-2	-7	2	22

37. CC(=O)C(C)Oc1ccc2c3c(c(=O)oc2c1C)CCCC3 (stereo not given)
38. CCCC(C(=O)Nc1ccncc1)c1ccccc1 (stereo not given)
39. Cc1ccsc1C(=O)NC(C)c1ccccc1 (stereo not given)
40. Cc1cc(C)c(OCC(=O)N/N=C/c2ccc3c(c2)OCO3)c(C)c1
41. CCn1nc(C)c(CNC(=O)C2CCC(=O)N(Cc3ccc(Cl)cc3)C2)c1C (stereo not given)
42. CCOCCCn1c(=N)c(S(=O)(=O)c2ccc(C)cc2)cc2c(=O)n3cc(C)ccc3nc21

entry no.	37	38	39	40	41	42
KKLEB tox	5	4	6	4	10	-11
TRPM1 prom inh	12	11	-3	0	-11	6
TWEAK-Fn14 inh	-32	-3	23	-21	1	-14
Shn3 3UTR inh	-11	12	-13	-1	1	12
CF NFkB inh	-6	-17	6	2	-15	25
Peg3 prom inh	-109	-5	3	-39	1	26
iPSC survival up	0.3	0.1	0.0	2.8	0.3	-0.4
HIF-2a block	-186	17	10	6	-2	10
aDG glyco up	0.8	0.2	0.1	-0.1	2.3	0.0
NR2E3 ag-1	0	3	4	0	-1	-1
NR2E3 ag-2	-37	11	-18	-85	1	6

43. CC(C)CNC(=O)c1ccccc1NC(=O)CSCc1ccccc1
44. O=C1CSC(=S)N1/N=C/c1cccnc1
45. COc1ccc(NC(=O)c2cc(-c3ccco3)on2)cc1
46. CCOC(=O)C1=CN(Cc2cccc(F)c2)S(=O)(=O)N(CC)C1c1ccc(F)c(Cl)c1 (stereo not given)
47. Cc1ccc([N+](=O)[O-])cc1N(CC(=O)NC1CCCC1)S(C)(=O)=O
48. CSc1nc2sc3c(c2c(=O)n1C)CCC(C)C3 (stereo not given)
49. CCc1ccc(NC(=O)COC(=O)/C(=C/c2ccccc2OC)c2ccccc2)cc1
50. O=C(CSc1c2c(nc3ccc(Cl)cc13)CCCC2)N1CCN(C(=O)c2ccco2)CC1
51. Cc1ccc(S(=O)(=O)N2CCN(C(=O)CCC(=O)NCc3cccc(C(F)(F)F)c3)CC2)cc1

entry no.	43	44	45	46	47	48	49	50	51
KKLEB tox	2	18	-16	-6	7	-8	6	-12	8
TRPM1 prom inh	-3	1	-95	32	9	-29	-9	59	12
TWEAK-Fn14 inh	6	-7	0	16	-5	5	21	12	12
Shn3 3UTR inh	17	1	-31	48	3	-42	-8	93*	25
CF NFkB inh	2	-18	24	9	9	12	-8	54*	-13
Peg3 prom inh	-3	-8	-226	24	7	-206	14	26	17
iPSC survival up	5.1	0.8	0.6	0.3	1.0	-3.0	3.8	-0.7	-0.3
HIF-2a block	18	4	-326	13	10	-287	15	3	12
aDG glyco up	0.0	-0.1	-0.3	0.2	-0.1	0.0	0.1	0.2	0.2
NR2E3 ag-1	-1	-4	4	·	2	0	-6	·	-1
NR2E3 ag-2	-12	22	-78	9	-4	-64	-1	-27	0
